# Screening data (PubChem)
# M4 PAM – human M4 muscarinic receptor positive allosteric modulators, primary screen, CHO-K1 cells, Fluo-8 calcium fluorescence; AID 624126, 2012; CHO-K1 hM4/Gqi5, ACh EC20; 0% = ACh EC20, 100% = maximal ACh; Muscarinic acetylcholine receptor M4 (Homo sapiens), P08173; activation, % at 3 µM; actives 0.4% (n = 360,000);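 active = activation above its plate's cutoff, the mean activation of sample wells plus 3 SD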; also: some results filed as inactive read as strong as hits
# Target sequence (P08173 whole entry, looked up): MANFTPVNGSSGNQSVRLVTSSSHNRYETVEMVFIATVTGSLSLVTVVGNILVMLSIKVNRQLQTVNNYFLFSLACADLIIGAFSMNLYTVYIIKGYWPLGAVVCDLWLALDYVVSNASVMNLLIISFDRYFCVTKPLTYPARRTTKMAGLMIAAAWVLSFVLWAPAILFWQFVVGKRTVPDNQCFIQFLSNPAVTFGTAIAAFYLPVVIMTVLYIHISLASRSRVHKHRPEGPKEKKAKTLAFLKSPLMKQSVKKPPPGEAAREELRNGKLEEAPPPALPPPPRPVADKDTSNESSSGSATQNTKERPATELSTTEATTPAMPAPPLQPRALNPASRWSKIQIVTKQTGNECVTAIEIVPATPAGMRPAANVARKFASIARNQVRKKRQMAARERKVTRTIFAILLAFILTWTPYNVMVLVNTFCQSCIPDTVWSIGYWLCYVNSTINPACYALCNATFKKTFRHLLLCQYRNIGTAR
# CRFR2-BP ag – agonists of CRF-BP/CRF-R2 complex, primary screen, cell-based, HEK293, calcium dye fluorescence, uHTS | CRF-binding protein / CRF receptor 2 complex (human) | calcium dye fluorescence (FLIPR); percent of saturating CRF peptide response | activation, % at 13.2 µM | actives 0.46% (n = 350,000);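 active = activation of at least 50%, plus an integration ratio under a set limit after plate pattern correction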;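 also: plate controls were neutral control wells without compound for no effect and CRF at EC100 for full effect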
# CHRM1 antagonist – human M1 muscarinic receptor antagonists, primary screen, CHO-K1 cells, Fluo-8 calcium fluorescence, 1536-well. CHO-K1 hM1, ACh EC80 antagonist. inhibition, % at 3 µM. actives 1.3% (n = 360,000). AID 588852, 2011;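 active = percent inhibition above its own plate's cutoff, namely the mean of that plate's compound wells plus 3 SD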;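 also: peak over basal fluorescence ratio during 140 s after agonist addition; 0% = ACh EC80 plus DMSO and 100% = DMSO alone without agonist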
# Target sequence (P11229 whole entry, looked up): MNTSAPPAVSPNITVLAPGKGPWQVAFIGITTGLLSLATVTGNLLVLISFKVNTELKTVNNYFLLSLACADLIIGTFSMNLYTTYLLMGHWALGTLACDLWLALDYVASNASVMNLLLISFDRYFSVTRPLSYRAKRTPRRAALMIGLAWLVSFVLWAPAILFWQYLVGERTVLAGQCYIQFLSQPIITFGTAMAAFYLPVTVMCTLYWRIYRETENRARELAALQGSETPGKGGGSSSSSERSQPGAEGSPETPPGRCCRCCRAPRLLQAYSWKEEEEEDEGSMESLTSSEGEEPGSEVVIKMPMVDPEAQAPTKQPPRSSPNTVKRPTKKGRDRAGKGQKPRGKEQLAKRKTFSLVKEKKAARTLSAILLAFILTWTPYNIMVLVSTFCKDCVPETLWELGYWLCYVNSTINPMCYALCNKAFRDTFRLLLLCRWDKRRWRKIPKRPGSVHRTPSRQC
# CHRM5 antagonist – human M5 muscarinic receptor antagonists, primary screen, CHO cells, Fluo-8 calcium fluorescence; inhibition, % at 3 µM; AID 624040, 2012; CHO-hM5 cells, ACh EC80; Muscarinic acetylcholine receptor M5 (Homo sapiens), P08912; actives 0.59% (n = 360,000);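 active = inhibition above a per-plate cutoff, the mean of that plate's test compounds plus 3 SD, cut at about 27% in these data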;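 also: 0% = acetylcholine EC80 with DMSO and 100% = DMSO without agonist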
# M5 PAM – human M5 muscarinic receptor positive allosteric modulators, primary screen, CHO-K1 cells, Fluo-8 calcium fluorescence; activation, % at 3 µM; actives 0.3% (n = 360,000); Muscarinic acetylcholine receptor M5 (Homo sapiens), P08912; CHO-K1 hM5, ACh EC20 PAM; 0% = ACh EC20, 100% = ACh EC100;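 active = activation above the run cutoff, the mean activation of all test compounds plus 3 SD, cut at about 18% in these data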
#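 Test system: CHO-K1 hM5 cells / Doses: single-point, 3 µM nominal / Times: Post-acetylcholine fluorescence recording 140 s / Technique: Fluo-8 calcium fluorescence / Measure: Max/basal fluorescence ratio as % of EC20–EC100 ACh window / Benchmarks: low control EC20 acetylcholine (0%), high control EC100 acetylcholine (100%) / Replicates: one well per compound, no replicates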
# CHRM1 PAM – human M1 muscarinic receptor positive allosteric modulators, primary screen, CHO-K1 cells, Fluo-8 calcium fluorescence, 1536-well; actives 0.088% (n = 360,000); AID 588819, 2011; activation, % at 3 µM; CHO-K1 hM1, ACh EC20; 0% = ACh EC20, 100% = maximal ACh; Muscarinic acetylcholine receptor M1 (Homo sapiens), P11229; in the data active = activation above about 19%, passing the limit was not always enough
# M5 ag – human M5 muscarinic receptor agonists, primary screen, CHO-K1 cells, Fluo-8 calcium fluorescence. actives 0.19% (n = 360,000). CHO-K1 hM5 cells; 0% DMSO wells, 100% maximal acetylcholine response. activation, % at 3 µM. Muscarinic acetylcholine receptor M5 (Homo sapiens), P08912;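 active = activation above the run's mean over test compounds plus 3 SD, cut at about 23% in these data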;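 also: signal is peak over basal fluorescence ratio across the kinetic read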
# M4 antag – human M4 muscarinic receptor antagonists, primary screen, CHO cells, Fluo-8 calcium fluorescence. Muscarinic acetylcholine receptor M4 (Homo sapiens), P08173. CHO-hM4 cells, ACh EC80. inhibition, % at 3 µM. actives 0.73% (n = 360,000);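 active = inhibition above its plate's cutoff, the mean inhibition of sample wells plus 3 SD, cut at about 27% in these data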;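 also: 0% = acetylcholine EC80 with DMSO and 100% = DMSO without agonist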
# M4 ag – human M4 muscarinic receptor agonists, primary screen, CHO-K1 cells, Fluo-8 calcium fluorescence. CHO-K1 hM4/Gqi5; vehicle 0%, full acetylcholine response 100%. activation, % at 3 µM. actives 0.14% (n = 360,000). AID 624127, 2012;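 active = activation above the run mean over all test wells plus 3 SD, cut at about 32% in these data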;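 also: peak over basal fluorescence ratio per well then scaled between controls; 0% = DMSO wells and 100% = acetylcholine at EC100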
# * = called active by the depositor; . = not tested or not shown.
SMILES,M4 PAM,CRFR2-BP ag,CHRM1 antagonist,CHRM5 antagonist,M5 PAM,CHRM1 PAM,M5 ag,M4 antag,M4 ag
Cc1ccccc1OCCNC(=O)c1ccco1,-7,-1.4,-20,11,-2,9,-2,2,1
CCOC(=O)c1cc(C#N)c(SC)nc1-c1ccccc1,4,2.1,-27,0,2,2,-5,1,0
O=C(NNC(=O)c1cc(-c2ccccc2)n(-c2ccccc2)n1)c1cccc([N+](=O)[O-])c1,1,-1.3,-3,6,-3,1,-7,5,2
Cc1cccc(C)c1OCC(=O)N(Cc1ccc(N(C)C)cc1)C1CCS(=O)(=O)C1 (centres undefined),4,0.1,-4,7,5,5,-1,4,1
CC(Sc1ncccn1)C(=O)NNC(=O)c1cccc(Cl)c1 (centres undefined),13,-1.2,-19,-8,4,15,2,-10,0
Cc1ccc(C2=Nc3ccccc3N=C(c3ccc([N+](=O)[O-])cc3)C2)c(O)c1,-1,-0.2,2,-6,4,3,-1,-6,1
COC(=O)C[C@H]1c2cc(F)cc(F)c2S(=O)(=O)N1C1CCN(Cc2ccccc2)CC1,-1,-1.0,-2,18,-10,0,-7,8,2
COc1cccc(OCc2cc(C(=O)N(C)C3CC(C)(C)NC(C)(C)C3)no2)c1,4,3.6,-13,-5,6,7,-3,-10,0
CSC1=C(C#N)C(C)CC(=O)N1 (centres undefined),-1,2.2,5,-6,3,8,0,11,0
Cc1ccc(S(=O)(=O)NCC(=O)N/N=C/c2ccc(Cl)cc2)cc1,3,1.3,-4,-1,-2,7,-1,5,0
O=S(=O)(Nc1nccs1)c1ccc(Nc2nnc(-c3ccccc3)c3ccccc23)cc1,-5,0.9,-2,5,1,-5,-1,24,-1
CC1CCC(NC(=O)C2CCC(CNS(=O)(=O)c3ccccc3)CC2)CC1 (centres undefined),-9,-0.3,0,11,-7,-4,3,10,16
CC1CCCCN1C(=O)c1cnn2c(C(F)(F)F)cc(-c3ccco3)nc12 (centres undefined),-5,0.0,-21,4,-3,2,-1,-1,1
O=C(N[C@@H](Cc1ccccc1)C(=O)NCc1ccc(F)cc1)C1CCNCC1,1,-0.8,-2,6,1,2,-5,-6,1
Cc1c(C(=S)Nc2ccccc2)cnn1-c1ccc([N+](=O)[O-])cc1,-10,0.1,3,14,-15,-10,1,-1,13
O=C(C[n+]1ccccc1)Nc1ccccc1,-1,-0.2,-15,5,7,8,-7,1,0
Cn1ncc2c(Nc3ccc(Br)cc3)nc(Nc3ccc(Br)cc3)nc21,3,1.2,-2,8,-4,1,-2,-7,1
CN1CCO/C1=C(\C(Cl)=C(Cl)Cl)[N+](=O)[O-],1,-0.3,-4,3,8,10,2,-3,1
Cc1cccc(C)c1C(O)c1ncc(-c2ccccc2Cl)[nH]1 (centres undefined),-1,.,-6,6,-1,-1,-3,-10,2
Cc1ccc(/C(O)=C2/C(=O)C(=O)N(CC(=O)O)C2c2ccc([N+](=O)[O-])cc2)cc1 (centres undefined),8,3.5,-20,4,0,13,0,-6,-1

# Record cards, from the list above. Values in the order: M4 PAM, CRFR2-BP ag, CHRM1 antagonist, CHRM5 antagonist, M5 PAM, CHRM1 PAM, M5 ag, M4 antag, M4 ag
# O=S(=O)(Nc1nccs1)c1ccc(Nc2nnc(-c3ccccc3)c3ccccc23)cc1 is listed as -5, 0.9, -2, 5, 1, -5, -1, 24, -1
# O=C(C[n+]1ccccc1)Nc1ccccc1 is listed as -1, -0.2, -15, 5, 7, 8, -7, 1, 0

# (more compounds)
SMILES,M4 PAM,CRFR2-BP ag,CHRM1 antagonist,CHRM5 antagonist,M5 PAM,CHRM1 PAM,M5 ag,M4 antag,M4 ag
Cc1ccn(C(CC(=O)c2ccc(Br)cc2)C(=O)O)n1 (centres undefined),-1,6.8,-12,-3,4,12,1,-1,2
Cc1cccc(SC2CCN(Cc3nc(CC4CC4)no3)CC2)c1,4,0.3,-3,10,0,0,-2,-5,-1
CCC(C)NC(=O)c1ccc(CNS(=O)(=O)c2ccc3c(c2)C(C)(C)C(=O)N3C)cc1 (centres undefined),-2,-0.6,17,3,-7,-8,0,1,0
COC(=O)C1=C(C)N(C2CCCCC2)C(=O)/C1=C\c1cccs1,-3,-0.1,-9,3,-4,2,-3,-8,3
CC(=O)N=C1C=CC(=CN(O)C(C)(C)Cc2ccccc2)C=C1,20,-1.0,-6,9,8,13,2,7,2
COc1ccc(/C=C/C(=O)c2ccc3c(c2)OCCO3)cc1[N+](=O)[O-],6,5.1,-4,-13,8,6,-3,-10,2
COc1ccc(-n2c(SCC(=O)Nc3cc(C(=O)O)ccc3C)nc3ccccc3c2=O)cc1Cl,10,1.1,-2,-4,12,6,0,-7,0
CC1(C)CC(=O)C2=C(C1)OC(/N=C/N1CCCC1)=C(C#N)C2c1ccccc1 (centres undefined),-27,2.4,25,7,-10,-14,4,10,9
Cc1cc(CNC[C@H]2O[C@@H](n3cnc(C(N)=O)n3)[C@H](O)[C@@H]2O)c(C)n1-c1cccnc1,3,0.6,-7,-7,-1,3,3,-8,0
CC(=O)Oc1ccc(N2C(=O)C3C4C=CC(C5CC45)C3C2=O)cc1[N+](=O)[O-] (centres undefined),10,-1.9,-9,0,-3,7,-1,1,1
CCOc1ccccc1NC(=O)COC(=O)CNS(=O)(=O)c1ccc(C)cc1,-10,-1.3,-6,3,-3,6,-3,7,1
Cc1cccc(C(=O)O)c1O,4,.,-12,1,4,9,3,-7,1
COC(=O)CSc1nnc(NC(=O)CCc2ccccc2)s1,20*,-0.2,0,4,5,17,-1,-8,2
CCN(CC)C(=O)C1=C(C)N(CCCN2CCCC2=O)C(=O)C(CC(=O)NCc2cccc3ccccc23)C1 (centres undefined),-7,-1.8,-18,4,-1,7,0,11,0
COc1cc(OC)cc(C(=O)NNC(=O)c2ccc(S(=O)(=O)N(C)c3ccccc3OC)cc2)c1,-7,-5.6,7,5,-4,0,-1,5,7
O=C(NCc1ccccn1)c1cccc([N+](=O)[O-])c1,7,0.6,9,-3,0,-2,-1,1,1
Cc1c(-n2c(=S)[nH]c3ccccc3c2=O)c(=O)n(-c2ccccc2)n1C,11,-0.4,-7,1,2,7,-1,8,0
O=C(NCC1CCCN(C(=O)NCc2ccccc2)C1)c1ccc2c(c1)OCO2 (centres undefined),-1,1.6,0,8,-2,0,0,3,0
Cc1nn(Cc2ccc(Cl)cc2)c(=O)n1N(C)c1ncc(C(F)(F)F)cc1Cl,5,2.3,-7,1,-5,1,-3,-6,6
COc1cc2c(cc1NC(=O)Nc1ccccc1)oc1ccccc12,5,-0.7,-1,-2,-4,6,-1,7,1
c1ccc2c(c1)OCC(c1csc3ncnc(N4CCCC4)c13)O2 (centres undefined),-7,-1.4,16,16,-9,-8,-9,10,7
Cc1cc(C(=O)NCCN2CCOCC2)c2ccccc2n1,2,-2.1,-12,-1,1,17,3,2,0
N#Cc1c(NC(=O)CSc2nnc(-c3ccccc3O)n2-c2ccccc2)sc2c1CCCC2,-3,0.6,-18,1,1,-1,0,5,1
CCCCN(C(=O)CCCc1nc2ccccc2s1)c1c(N)n(CCCC)c(=O)[nH]c1=O,5,1.6,-9,1,4,16,-2,1,0
CC(C)(C)OC(=O)C[C@@H]1C/C=C\C[C@@H](CC(=O)N(CCO)Cc2ccccc2)C(=O)N[C@H](Cc2ccccc2)COC1=O,-2,-3.5,0,0,-4,-2,2,-9,8
O=C(CC(=O)N/N=C\c1c(Cl)cccc1Cl)NCc1ccccc1,-2,0.2,-12,4,-4,11,1,-1,3
Cc1ccc2c(c1)cc1c(=O)[nH]ncn12,0,4.5,-9,-2,6,7,-1,18,0
Cc1noc(C)c1COc1cccc(C(=O)NCCc2c[nH]c3ccccc23)c1,-5,0.2,-4,11,-9,1,-2,-11,14
COC(=O)c1ccc(CN2[C@H](C(=O)OC)C[C@@]3(O)[C@@H](O)[C@@H](O)[C@@H](O)C[C@@H]23)cc1,-7,-0.7,2,3,0,2,1,14,1
CC(C)NC(=O)[C@H](CSCc1ccccc1)N1Cc2ccccc2C1=O,-2,-0.7,-10,3,-7,1,0,1,2
C=CCn1c(SC2CCOC2=O)nc2scc(C3CC3)c2c1=O (centres undefined),-6,-0.8,-4,-1,-1,-4,-5,-1,2
O=C(/C=C/c1cccc(Br)c1)NCc1ccncc1,-5,-2.2,-8,-4,5,6,1,1,2

# 12 structures out of the list, ordered by heavy-atom count, ascending:
SMILES,M4 PAM,CRFR2-BP ag,CHRM1 antagonist,CHRM5 antagonist,M5 PAM,CHRM1 PAM,M5 ag,M4 antag,M4 ag
Cc1ccc2c(c1)cc1c(=O)[nH]ncn12,0,4.5,-9,-2,6,7,-1,18,0
O=C(/C=C/c1cccc(Br)c1)NCc1ccncc1,-5,-2.2,-8,-4,5,6,1,1,2
Cc1cc(C(=O)NCCN2CCOCC2)c2ccccc2n1,2,-2.1,-12,-1,1,17,3,2,0
C=CCn1c(SC2CCOC2=O)nc2scc(C3CC3)c2c1=O (centres undefined),-6,-0.8,-4,-1,-1,-4,-5,-1,2
O=C(CC(=O)N/N=C\c1c(Cl)cccc1Cl)NCc1ccccc1,-2,0.2,-12,4,-4,11,1,-1,3
COc1cc2c(cc1NC(=O)Nc1ccccc1)oc1ccccc12,5,-0.7,-1,-2,-4,6,-1,7,1
CC(C)NC(=O)[C@H](CSCc1ccccc1)N1Cc2ccccc2C1=O,-2,-0.7,-10,3,-7,1,0,1,2
COC(=O)c1ccc(CN2[C@H](C(=O)OC)C[C@@]3(O)[C@@H](O)[C@@H](O)[C@@H](O)C[C@@H]23)cc1,-7,-0.7,2,3,0,2,1,14,1
Cc1noc(C)c1COc1cccc(C(=O)NCCc2c[nH]c3ccccc23)c1,-5,0.2,-4,11,-9,1,-2,-11,14
CCCCN(C(=O)CCCc1nc2ccccc2s1)c1c(N)n(CCCC)c(=O)[nH]c1=O,5,1.6,-9,1,4,16,-2,1,0
N#Cc1c(NC(=O)CSc2nnc(-c3ccccc3O)n2-c2ccccc2)sc2c1CCCC2,-3,0.6,-18,1,1,-1,0,5,1
CC(C)(C)OC(=O)C[C@@H]1C/C=C\C[C@@H](CC(=O)N(CCO)Cc2ccccc2)C(=O)N[C@H](Cc2ccccc2)COC1=O,-2,-3.5,0,0,-4,-2,2,-9,8
